N370S GC – N370S glucocerebrosidase modulation, Gaucher chaperone candidate | P04062 | N370S GC spleen homogenate, 4MU-glucoside fluorescence | 330,000 compounds, 0.092% hits | Potency, µM (series often up to 59.4 µM), inactives show at the highest dose activity change, negative = inhibition, most hits filed as inhibitors;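 also: 0% = full enzyme activity and -100% = no enzyme basal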
TDP1 cell noCPT – qHTS for Inhibitors of human tyrosyl-DNA phosphodiesterase 1 (TDP1): qHTS in cells in absence of CPT. DT40 Tdp1-/- hTDP1 cells, no CPT, ATP luminescence, 48 h. Potency, µM (titrated, usually from 46.2 µM), without a hit: at the highest dose activity change, negative = growth inhibition, hits mostly inhibitors. 420,000 compounds, 15% hits; also: nearly all actives have a fitted effect of over 55% in size
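Seeded 400 DT40-hTDP1 cells/well (vehicle DMSO, no 20 nM CPT); pinned compounds; ≥48 hr at 37 °C; CellTiter-Glo luminescence as viability measure.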
TDP1 inh – blocks human tyrosyl-DNA phosphodiesterase 1 | 350,000 compounds, 0.28% hits | recombinant TDP1, AlphaScreen DNA substrate cleavage | Q9NUW8 | Potency, µM (top dose mostly 130 µM), for the others: at the highest dose activity change, negative = inhibition, hits mostly inhibitors | AID 485290; also: nearly all actives have a fitted effect of over 40% in size
Target sequence (Q9NUW8 whole entry, looked up): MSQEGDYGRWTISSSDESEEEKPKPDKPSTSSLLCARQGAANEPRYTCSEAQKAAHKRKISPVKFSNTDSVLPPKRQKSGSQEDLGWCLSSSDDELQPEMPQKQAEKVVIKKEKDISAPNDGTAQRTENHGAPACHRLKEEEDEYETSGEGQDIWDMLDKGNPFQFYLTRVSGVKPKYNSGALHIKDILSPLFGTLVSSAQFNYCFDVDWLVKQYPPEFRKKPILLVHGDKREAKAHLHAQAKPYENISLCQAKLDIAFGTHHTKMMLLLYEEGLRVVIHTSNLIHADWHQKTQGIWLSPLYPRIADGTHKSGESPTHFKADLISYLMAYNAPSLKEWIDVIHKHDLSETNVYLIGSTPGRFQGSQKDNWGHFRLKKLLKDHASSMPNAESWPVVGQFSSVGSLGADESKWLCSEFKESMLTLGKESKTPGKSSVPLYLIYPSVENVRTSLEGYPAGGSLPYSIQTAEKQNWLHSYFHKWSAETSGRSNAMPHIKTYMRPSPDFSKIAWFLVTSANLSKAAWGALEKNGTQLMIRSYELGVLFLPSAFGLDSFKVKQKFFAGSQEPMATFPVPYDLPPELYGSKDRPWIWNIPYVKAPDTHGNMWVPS
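Steps: enzyme plus compound, 15 min RT; add biotin/phosphotyrosine-FITC oligonucleotide (15 nM final), react 5 min; add donor/acceptor beads (10 ug/ml final), 10 min; read AlphaScreen. Tdp1 at 1 nM final.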
* = called active by the depositor; ? = inconclusive; / = no result given; & = joins results of further samples; [ ] = another dose, or the depositor's remark. Calls follow the shape of the dose curve; as a rule, active = well fitted curve in the direction sought with a large enough effect; inconclusive = small, poorly fitted or top-dose-only effect, or another doubt; inactive = no such curve, though single readings can be large; an effect the other way counts as inactive or inconclusive. Unless noted, % is scaled to controls: 0 for no effect and ±100 for the full control effect; potency is read from the fitted curve at half-maximal effect. The list is partial; rates above refer to the full screens.

Preview (7 entries):
SMILES	N370S GC	TDP1 cell noCPT	TDP1 inh
O=C(CSc1nncs1)Nc1ccc(N2CCCCC2)cc1	/	16µM*	3%
O=C(CCCN1C(=O)/C(=C\c2ccccc2)SC1=S)N1CCOCC1	/	?	9%
C=C(C(C)=O)C(O)c1ccc(Cl)cc1 (configuration not stated)	-6%	/	4%
COCCNC(=O)c1cc(OC)c(OC)cc1[N+](=O)[O-]	-1%	1%	0%
COc1ccc(OC)c(S(=O)(=O)CC(=O)c2cc3ccc(OC)cc3oc2=O)c1	-3%	-9%	5%
CCc1nc(SCC(=O)NCc2ccc(F)cc2)c2c(=O)n(C)c(=O)n(C)c2n1	-5%	-5%	7%
Cc1cccc([C@@H]2[C@@H]3C(=O)N(Cc4ccccc4)C(=O)[C@@H]3[C@]3(Cc4ccc(Cl)cc4)C(=O)N(c4ccccc4)C(=O)N23)c1	-2%	-6%	/

Results, repeating the preview:
SMILES	N370S GC	TDP1 cell noCPT	TDP1 inh
O=C(CSc1nncs1)Nc1ccc(N2CCCCC2)cc1	/	16µM*	3%
O=C(CCCN1C(=O)/C(=C\c2ccccc2)SC1=S)N1CCOCC1	/	?	9%
C=C(C(C)=O)C(O)c1ccc(Cl)cc1 (configuration not stated)	-6%	/	4%
COCCNC(=O)c1cc(OC)c(OC)cc1[N+](=O)[O-]	-1%	1%	0%
COc1ccc(OC)c(S(=O)(=O)CC(=O)c2cc3ccc(OC)cc3oc2=O)c1	-3%	-9%	5%
CCc1nc(SCC(=O)NCc2ccc(F)cc2)c2c(=O)n(C)c(=O)n(C)c2n1	-5%	-5%	7%
Cc1cccc([C@@H]2[C@@H]3C(=O)N(Cc4ccccc4)C(=O)[C@@H]3[C@]3(Cc4ccc(Cl)cc4)C(=O)N(c4ccccc4)C(=O)N23)c1	-2%	-6%	/
Cc1nc2ccc(Br)cn2c1C(=O)N/N=C\c1ccc(C(C)C)cc1	-9%	7.3µM*	/
CC(O)CNCc1ccccc1C(F)(F)F (configuration not stated)	-1%	18%	/
COC(=O)C1=C(C)N=C2SCCC(=O)N2C1c1ccc(OC(=O)c2ccco2)cc1 (configuration not stated)	-11%	-28%	3%
COc1ccc(-c2ccccc2)cc1NCc1ccc(OC)c(OC)c1	3%	-19%	10%
COC(=O)c1ccccc1C(=O)N1CCCC(CNC(=O)c2ccc(F)cc2)C1 (configuration not stated)	0%	-3%	3%
CCCc1nnc(NC(=O)CN2C(=O)c3ccccc3S2(=O)=O)s1	5%	4%	6%
CC1CCN(Cc2c(C(=O)N/N=C/c3ccc(C(C)C)cc3)nnn2-c2nonc2N)CC1	-17%	?	0%
CC(C)(C)c1nnc2sc(SCC(=O)c3ccc4c(c3)OCCO4)nn2c1=O	?	?	5%
Cc1nnc(SCC(=O)NCc2ccccc2)s1	5%	2%	-2%
Cc1ccc2oc(-c3cccc(NC(=O)Cc4ccc(Cl)cc4)c3)nc2c1	/	-6%	-3%[12.3 µM]
Cc1ccc(C)c(N2CCN(c3nc4ccccc4c(=O)n3-c3ccc(Cl)cc3)CC2)c1	/	21µM*	-5%
COc1ccc(N2C(=O)CC(N3CCN(c4nc5ccccc5s4)CC3)C2=O)cc1 (configuration not stated)	-6%	-24%	8%[56.1 µM]
NC(=O)c1ccc(Nc2nnc(-c3ccc(O)cc3)c3ccccc23)cc1	3%	0%	0%
COc1ccc(OCC(=O)Nc2cc(NC(=O)c3ccco3)ccc2OC)cc1	-7%	?	5%
CCS(=O)(=O)n1nc(NCc2cccc(OC)c2)nc1NCc1cccc(OC)c1	2%	-27%	5%
Cc1c(C(=O)C(=O)N2CCN(Cc3ccc4c(c3)OCO4)CC2)c2ccccc2n1C	-15%	?	4%
O=C(CSc1nc2ccccc2o1)N/N=C/c1ccccc1	1%	-15%	-1%
O=C1C2C(c3ccccc3)CC=CC2[C@H](c2ccc3ccccc3c2)N1Cc1ccccc1 (some centres not stated)	5%	23µM*	4%

Two entries from above, as labelled records.
COC(=O)C1=C(C)N=C2SCCC(=O)N2C1c1ccc(OC(=O)c2ccco2)cc1 (configuration not stated)
  N370S GC = -11% | TDP1 cell noCPT = -28% | TDP1 inh = 3%
COc1ccc(-c2ccccc2)cc1NCc1ccc(OC)c(OC)c1
  N370S GC = 3% | TDP1 cell noCPT = -19% | TDP1 inh = 10%

Going on with the list:
SMILES	N370S GC	TDP1 cell noCPT	TDP1 inh
O=C(CC(Nc1ccc(F)cc1)C(=O)O)c1ccccc1 (configuration not stated)	5%	?	7%
O=C(NC1CC(=O)N(c2cccc(F)c2)C1)c1cccs1 (configuration not stated)	/	-17%	3%
Cc1ccc(C2C3=C(CCCC3=O)Nc3c2c(C)nn3-c2ccccn2)o1 (configuration not stated)	10%	/	3%
Cc1ccccc1-c1cc(C(=O)N/N=C/c2cccnc2)c2ccccc2n1	1%	?	7%
CCOc1ccc(C2C(C(=O)c3ccco3)=C(O)C(=O)N2CCN2CCOCC2)cc1OCC (configuration not stated)	-5%	13%	4%
Nc1cnc(-c2ccccc2)nc1Cl	-5%	-1%	2%
CCOC(=O)C1CCN(c2ncnc3c2oc2ccccc23)CC1	10%	16µM*	2%
Cc1ccc(-c2csc3ncn(CC(=O)OC(C)C)c(=O)c23)cc1	1%	-28%	/
CC(C)c1cccc2c([Si](C)(C)C)c3c(nc12)-c1cccc(=O)n1C3	?	/	-1%
O=C(Cc1ccccc1)Nn1c(-c2ccccc2F)nc2ccccc2c1=O	24%	-21%	4%
CCOc1ccc(C(=O)CCC(=O)NNC(=O)c2ccncc2)cc1	0%	1%	/
CCc1nc2ccc(C(=O)NCc3ccc(SC)cc3)cc2nc1CC	/	?	2%
C[C@H](CO)N1C[C@H](C)[C@@H](CN(C)C(=O)Nc2ccccc2)Oc2c(NS(=O)(=O)c3ccccc3)cccc2C1=O	/	-6%	2%
COCCCN1C(=O)/C(=C\c2cccs2)C(C(=O)OC)=C1C	-2%	0%	3%
O=C(CSc1nc2ccccc2nc1N1CCOCC1)Nc1ccccc1F	-2%	?	/
COc1ccccc1N1CC=C(c2cccc([N+](=O)[O-])c2)NC1=O	5%	10%	1%
CC(=O)NCCC(=O)Nc1cc(S(=O)(=O)Nc2ccc(Cl)cc2)ccc1N1CCCC1	-6%	?	/
CCOC(=O)c1c(NC(=O)c2ccc(Cl)cc2)csc1C	12%	-13%	1%
C=CCC(=O)OCC(=O)Nc1ccc(Cl)cn1	5%	4%	3%
CCC(Sc1nc(=O)cc(N)n1CCc1ccccc1)C(=O)Nc1cc(C)on1 (configuration not stated)	-1%	2%	3%
COc1ccc(CN2CCC(CO)(Cc3cccc(C(F)(F)F)c3)CC2)cc1Cn1cccn1	-24%	18µM*	9%
CCc1ccc(-n2c(=S)sc3c(=O)n(-c4ccccc4)c(SCC(=O)O)nc32)cc1	-11%	13%	/
CN(C)c1nc(Oc2ccc(=O)n(C)n2)nc(N2CCOCC2)n1	-4%	0%	8%
CC[C@]12c3[nH]c4ccccc4c3CCN1C(=O)C(CC(=O)NCCCn1ccnc1)C[C@@H]2C(=O)N1CCN(C(=O)c2ccco2)CC1 (some centres not stated)	/	-13%	2%
O=c1oc(-c2ccc([N+](=O)[O-])cc2)nc2ccccc12	2%	-24%	4%
(continued)
SMILES	N370S GC	TDP1 cell noCPT	TDP1 inh
Cc1ccc(C)c(NC(=S)N(C)CCc2ccccn2)c1	9%	-21%	-1%
COc1cc(NC(=O)C2CCCN2S(=O)(=O)c2ccc3c(c2)CCC(=O)N3)cc(OC)c1 (configuration not stated)	?	-16%	1%
CCOc1cc(C(=O)Nc2ccc(NC(=O)c3cc4ccccc4o3)c(OC)c2)cc(OCC)c1OCC	/	?	2%[12.3 µM]
O=C(Nc1nc2ccccc2[nH]1)c1ccc(Cl)c(S(=O)(=O)N2CCCC2)c1	1%	16µM*	12%
O=C(CN1C(=O)/C(=C\c2ccccc2Br)Oc2ccccc21)NCCCN1CCOCC1	-4%	?	0%
Cc1ccc2cccc(SCC(=O)NCc3ccco3)c2n1	10%	-22%	5%
CCOC(=O)c1cnc(SC2CC(=O)N(c3ccc(OC)c(OC)c3)C2=O)nc1N (configuration not stated)	0%	?	5%
CC(C)(C)c1ccc(OCC(=O)NNC(=O)C2CCCO2)cc1 (configuration not stated)	-6%	-4%	0%
CCOC(=O)Cc1cc(-c2ccc(O)cc2)nc2ccc3ccccc3c12	-6%	?	1%
COc1ccc(/C=C/C(=O)NCCCc2ccccc2)cc1	-7%	5%	-1%
Cc1nn(-c2ccccc2)c(=O)c2ccccc12	-26%	-1%	-3%
COC(=O)c1sccc1-c1ccc(/C=N/OC(=O)c2ccccc2)o1	-3%	-14%	-2%
CCOc1ccc(-n2c(O)cc(=O)[nH]c2=O)cc1	15%	2%	-4%
CCOc1ccc(S(=O)(=O)N2CCCCC2)cc1NC(=O)Cc1ccccc1	/	?	1%
Cc1ccc(C(=O)NCC(=O)OCc2nnc(-c3ccccc3)o2)cc1	3%	10%	2%[56.1 µM]
O=c1c(-c2ccc(Cl)cc2)nc2cnc(N3CCOCC3)nc2n1C[C@H]1CCCO1	13%	10%	/
O=C(CNC(=O)c1ccc(Br)o1)Nc1cccc(-c2cnc3ccccc3n2)c1	6%	7.3µM*	9%
Cc1ccc(C(C)C)c(OCC(=O)NNC(=O)C(C(C)C)N2C(=O)c3ccccc3C2=O)c1 (configuration not stated)	15%	?	5%
Cc1cc(C)n(CCCNC(=O)c2ccc(S(=O)(=O)NCc3ccco3)cc2)n1	-8%	-14%	3%
O=C(Nc1sc2c(c1CN1CCOCC1)CCC2)c1ccc(F)cc1	3%	?	-1%
O=C(N/N=C/c1cn(-c2ccccc2)nc1-c1cc2ccccc2o1)c1cccnc1	2%	5.2µM*	-3%
C=CCN1C(=O)c2ccc(C(=O)NCC(c3ccccc3)N(C)C)cc2C1=O (configuration not stated)	-1%	13%	3%
CSCCC(NC(=O)COc1ccccc1)C(=O)NC1CCC(C)CC1 (configuration not stated)	6%	?	2%
CC1=NNC(=O)C1CC(=O)N/N=C/c1sccc1C (configuration not stated)	1%	-2%	1%
CCCCCCCCCCC[C@@H](C[C@@H]1OC(=O)[C@H]1CCCCCC)OC(=O)[C@H](CC(C)C)NC=O	-3%&-12%	18µM*	13%&0%
CCc1ccc(S(=O)(=O)Nc2cc(-c3cn4ccccc4n3)ccc2C)cc1	/	?	0%
Cc1nnc(SCC2CCCO2)n1-c1ccccc1 (configuration not stated)	0%	1%	-3%
CC(C)(C)c1cc(-c2ccccc2)no1	-8%	8%	/
CCC/C=C(\CCC)C(NS(=O)(=O)c1ccc(Cl)cc1)c1ccc(C(=O)OC)cc1 (configuration not stated)	-14%	/	-3%

Screens: PubChem BioAssay, National Center for Advancing Translational Sciences (NCATS)
